Screens deposited in PubChem BioAssay by several laboratories.
GPR7 antag: human neuropeptides B/W receptor 1 antagonism. AID 1861. inhibition, % at 4.4 µM. 290,000 compounds, 1.1% hits. GPR7-expressing cells, fluorescence antagonist assay. P48145; in the data active = inhibition above about 16%, passing the limit was not always enough;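 also: cells stimulated with the agonist NPW; 0% = agonist with vehicle and 100% = vehicle without agonist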
Target sequence (P48145 whole entry, looked up): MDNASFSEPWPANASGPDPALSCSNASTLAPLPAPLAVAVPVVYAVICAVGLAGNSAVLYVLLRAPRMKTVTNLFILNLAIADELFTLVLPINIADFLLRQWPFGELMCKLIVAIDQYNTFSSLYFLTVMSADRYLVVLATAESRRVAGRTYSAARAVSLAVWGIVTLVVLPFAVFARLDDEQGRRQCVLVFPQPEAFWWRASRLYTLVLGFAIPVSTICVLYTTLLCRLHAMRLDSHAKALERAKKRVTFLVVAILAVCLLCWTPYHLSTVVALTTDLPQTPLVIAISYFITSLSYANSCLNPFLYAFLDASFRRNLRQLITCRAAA
NALP1 inh: NALP1 inhibition | S. cerevisiae NALP1/ASC/caspase-1 growth, X-gal OD620, 72 h | inhibition, % at 10 µM | 280,000 compounds, 0.61% hits; in the data active = inhibition mostly above about 24%, no sharp cut-off; inactive = mostly below about 32%; also: some compounds called inactive have numbers as strong as hits
V1R ag counter: counter-screen for oxytocin receptor agonists: human V1a receptor agonists | P37288 | CHO-V1R cells, Fluo-8 calcium fluorescence, agonist mode; 0% DMSO, 100% 3 nM vasopressin | activation, % at 3 µM | 320,000 compounds, 0.25% hits;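 active = activation above the mean activation of all tested compounds plus 3 SD, per screening run, cut at about 20% in these data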;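 also: signal is peak over basal fluorescence ratio across a 100 second FLIPR read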
Target sequence (P37288 whole entry, looked up): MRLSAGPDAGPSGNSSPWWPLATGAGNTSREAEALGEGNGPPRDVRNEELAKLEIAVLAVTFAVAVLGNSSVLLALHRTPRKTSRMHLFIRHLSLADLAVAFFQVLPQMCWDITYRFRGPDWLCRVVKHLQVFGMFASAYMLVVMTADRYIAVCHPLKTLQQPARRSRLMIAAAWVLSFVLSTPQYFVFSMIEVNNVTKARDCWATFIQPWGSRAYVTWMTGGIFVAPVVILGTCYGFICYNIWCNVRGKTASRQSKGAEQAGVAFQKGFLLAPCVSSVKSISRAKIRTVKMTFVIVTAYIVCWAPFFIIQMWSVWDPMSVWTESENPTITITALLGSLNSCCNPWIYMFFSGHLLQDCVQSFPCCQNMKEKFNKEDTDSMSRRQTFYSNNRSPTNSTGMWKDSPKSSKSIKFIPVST
MEKK2mut PB1 HTS: signal of MEK5 binding to mutant human MEKK2 PB1 domain; bead flow cytometry, Alexa488-MEK5 binding to MEKK2 mutant; percent response, % at 10 µM; AID 1530; 290,000 compounds, 0.35% hits; in the data active = percent response above about 24%, passing the limit was not always enough; also: inactives centre near 1; some results filed as inactive read as strong as hits
M18AAP inhibitor: PfM18AAP enzyme inhibition; recombinant PfM18AAP, H-Glu-NHMec fluorogenic cleavage; inhibition, % at 7.35 µM; 290,000 compounds, 1.2% hits; AID 1822;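 active = inhibition above the campaign mean inhibition over all tested compounds plus 3 SD, cut at about 28% in these data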;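 also: 0% = plate median of test compound wells and 100% = 2 mM ZnCl2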
OXTR potentiate: potentiators of human oxytocin receptor; activation, % at 3 µM; 320,000 compounds, 0.061% hits; P30559; CHO-OTR cells, Fluo-8 calcium fluorescence, potentiator mode; 0% = oxytocin EC15, 100% = EC100; AID 2445;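 active = activation above that plate's cutoff, the mean activation of tested compounds plus 3 SD, cut at about 6.6% in these data, passing the limit was not always enough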;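 also: 100% uses oxytocin at 75 nM as the full agonist control; some results filed as inactive read as strong as hits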
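Assay system: CHO cell line stably expressing human OTR. Reagent: EC15 oxytocin agonist. Dosing: single dose, 3.0 µM nominal final compound concentration. Timing: compound 6 min at room temperature before oxytocin, 100 s read. Signal: kinetic Fluo-8 calcium fluorescence. Controls: oxytocin EC15 low and EC100 high.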
OXTR ag: human OXTR agonism; AID 2435; 320,000 compounds, 0.32% hits; activation, % at 3 µM; CHO-OTR cells, Fluo-8 calcium fluorescence; normalized: DMSO 0%, oxytocin 100%;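 active = activation above the mean of all tested compounds plus 3 SD, cutoff set per screening run, cut at about 20% in these data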;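 also: peak over basal fluorescence ratio from a 100 s FLIPR kinetic read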
GalR3 antagonist: antagonists of human GalR3. O60755. HEK293 GalR3-CNG cAMP membrane potential fluorescence; galR3 body fused to GalR1 C-terminus. inhibition, % at 3 µM. 360,000 compounds, 0.44% hits. AID 651719;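 active = inhibition above the screen-wide average plus 3 SD, cut at about 13% in these data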;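 also: forskolin and galanin both at EC90 stimulate the cells; cAMP rise reported by CNG channel membrane potential dye signal; 0% = forskolin plus galanin with DMSO and 100% = forskolin alone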
Target sequence (O60755 1-299 limits assumed): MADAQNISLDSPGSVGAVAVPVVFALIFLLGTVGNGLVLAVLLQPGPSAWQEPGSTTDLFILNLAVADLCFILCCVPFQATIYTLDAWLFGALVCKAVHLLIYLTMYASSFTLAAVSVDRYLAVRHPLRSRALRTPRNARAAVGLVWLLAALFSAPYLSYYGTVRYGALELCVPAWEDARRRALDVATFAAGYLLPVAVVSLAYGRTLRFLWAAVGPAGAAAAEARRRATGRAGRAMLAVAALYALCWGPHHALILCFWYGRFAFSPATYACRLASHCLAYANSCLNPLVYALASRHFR
MEKK2wt PB1 HTS: raises or lowers MEK5 binding to wildtype human MEKK2 PB1 domain; binding response (% of control), % at 10 µM; Q9Y2U5; bead flow cytometry, Alexa488-MEK5 binding to MEKK2 WT; actives lie on both sides; 290,000 compounds, 1.1% hits; in the data active = binding response below about 67% or above about 130%
* marks the source's active call; other numbers are inactive results; x = not tested or not shown.

cpd | compound | GPR7 antag | NALP1 inh | V1R ag counter | MEKK2mut PB1 HTS | M18AAP inhibitor | OXTR potentiate | OXTR ag | GalR3 antagonist | MEKK2wt PB1 HTS
1 | O=C(CN1C(=O)NC2(CCOc3ccccc32)C1=O)NCCc1ccc(F)cc1 (configuration not stated) | x | x | 0.1 | x | x | -7 | -0.1 | 3 | x
2 | COC(=O)c1ccc(NC(=S)N2CCC(C(N)=O)CC2)cc1 | -8 | 20 | -0.7 | 8 | 15 | 0 | 0.0 | -4 | 103
3 | Cc1ccccc1SCC(=O)OCC(=O)Nc1sccc1C(N)=O | 18 | 14 | 9.7 | -1 | -2 | -12 | 19 | -5 | 98
4 | COc1ccc(-n2c(N)c(-c3nc4ccccc4n3C)sc2=S)cc1 | -6 | 15 | 0.9 | -13 | -1 | -14 | 0.0 | -7 | 82
5 | COc1ccc(OC)c(NC(=O)c2cc(-c3cc(C)ccc3O)n[nH]2)c1 | 2 | -5 | x | 1 | 10 | x | x | -14 | 99
6 | CCOC(=O)[C@H]1[C@H]2COc3ccc(Cl)cc3[C@@H]2N2C(=O)CN(Cc3ccccc3)C(=O)[C@@]12C | x | x | 0.1 | x | x | -3 | -0.1 | -9 | x
7 | CCc1nnc(NC(=O)CCC(=O)N2CCN(CCOc3ccc(C)cc3)CC2)s1 | -12 | -9 | 3.2 | -2 | -13 | -17 | 2.6 | -2 | 90
8 | COc1ccccc1N1CCN(S(=O)(=O)c2ccc3c(c2)oc(=O)n3C)CC1 | 30* | 6 | 2.4 | -4 | -7 | -12 | 0.4 | -7 | 99
9 | CCCCN1C(=O)C2C(c3ccc(OC)cc3O)NC(CC(C)C)(C(=O)O)C2C1=O (configuration not stated) | -1 | 2 | 1.4 | 4 | -9 | 9 | 1.6 | -1 | 109
10 | Cc1ccc(-c2cc3ccccc3nc2N2CCOCC2)cc1 | -16 | -4 | -0.6 | -9 | -3 | 4 | -2.6 | -3 | 85
11 | Cn1c(-c2ccc(CN3CCCCC3)o2)nc2ccccc21 | -15 | 8 | -0.3 | x | -4 | -12 | -1.2 | -2 | x
12 | COc1cc2c(cc1OC)C(c1ccc([N+](=O)[O-])cc1)N(C(C)=O)CC2 (configuration not stated) | 5 | 6 | x | 6 | -11 | x | x | -6 | 106
13 | COCC1CCCCN1C(=O)c1ccc2nc(Cc3ccc(OC)c(OC)c3)oc2c1 (configuration not stated) | -11 | 19 | 9.6 | 5 | 1 | -5 | 2.5 | -3 | 104
14 | C#CCSc1nnc(-c2ccc([N+](=O)[O-])cc2)o1 | -5 | -2 | 1.4 | -3 | 4 | 0 | 0.6 | -4 | 98
15 | O/N=C\c1ccccc1Oc1ccc(F)cc1 | -6 | 12 | -1.1 | 0 | 3 | -17 | -2.1 | -1 | 96
16 | Cc1cc(C)c(S(=O)(=O)N2CCCCC2CCNC(=O)C(=O)NCC2CCCO2)c(C)c1 (configuration not stated) | x | x | 0.7 | x | x | 0 | -0.6 | -2 | x
17 | COc1ccc(CC(=O)c2ccc(O)cc2O)cc1OC | -5 | 31 | 4.7 | 2 | 7 | -10 | 11 | 9 | 109
18 | CCCN1CCN(C(=O)c2noc3c2COc2ccc(C)cc2-3)CC1 | 4 | -10 | 5.7 | 6 | 3 | -6 | 4.8 | x | 107
19 | CS(=O)(=O)N1CCC(C(=O)Nc2ccc(Cl)cc2)CC1 | -1 | 6 | 0.6 | -9 | 6 | 0 | 1.1 | -9 | 96
20 | CC(Oc1ccccc1)C(=O)N1CCC2(CC1)CC(=O)c1ccccc1O2 (configuration not stated) | x | x | 2.0 | x | x | -3 | 1.1 | -5 | x
21 | CN(C)S(=O)(=O)c1cccc(NC(=O)c2ccc3c(c2)S(=O)(=O)N=C2CCCCCN23)c1 | x | x | 0.2 | x | x | -3 | 0.0 | -3 | x
22 | CCC(=O)N1CCc2cc(S(=O)(=O)NC(C(=O)NC3CCCc4ccccc43)C(C)C)ccc21 (configuration not stated) | -14 | 16 | -0.8 | -4 | -13 | 1 | -2.0 | -1 | 86
23 | Cc1ccc(S(=O)(=O)c2nc(-c3ccccc3)oc2NCCN2CCOCC2)cc1 | 4 | -4 | 0.3 | -1 | -5 | -14 | 0.5 | 4 | 103
24 | O=C(c1ccco1)N(CCCN1CCOCC1)c1nc(-c2ccc(Cl)cc2)cs1 | 2 | 40 | 1.6 | 12 | -2 | -9 | 1.4 | -7 | 121
25 | Cc1cc(CN2CCN(CC(=O)Nc3cc(C(F)(F)F)ccc3-n3cncn3)CC2)no1 | x | x | 0.6 | x | x | 2 | -0.4 | -1 | x
26 | CCC(=O)Nc1cc(C)c(NC(=O)CCc2ccccc2)cn1 | 8 | -15 | 0.1 | 12 | 2 | 1 | 2.5 | -3 | 108
27 | CN(CC(=O)Nc1ccccc1Cl)CC(=O)N(C)c1c(N)n(Cc2ccccc2)c(=O)[nH]c1=O | x | x | 1.5 | x | x | -8 | -0.8 | -4 | x
28 | CC(=O)C1=C(O)C(=O)N(c2ccc(Br)cn2)C1c1ccccc1[N+](=O)[O-] (configuration not stated) | -7 | 25 | -0.6 | 0 | 20 | -8 | 0.5 | -8 | 104
29 | CCN1CCN(C(c2ccc(F)cc2)c2nnnn2Cc2ccc3c(c2)OCO3)CC1 (configuration not stated) | -5 | 14 | -0.2 | 0 | 2 | -6 | 2.4 | -4 | 100
30 | CCS(=O)(=O)C1=NN2C(=N)/C(=C\c3ccc(OS(=O)(=O)c4ccccc4)c(OC)c3)C(=O)N=C2S1 | -3 | 9 | -0.4 | -6 | -12 | -13 | -1.2 | x | 92
31 | Cc1cc(N2C(=O)CCC2=O)n(-c2ccccc2)n1 | 0 | 30 | 0.4 | 3 | 1 | -16 | -0.2 | -3 | 103
32 | O=c1[nH]c2ccccc2c2cn(-c3ccccc3)nc12 | -6 | 15 | 0.1 | 0 | -4 | -2 | 0.0 | -10 | 100
33 | CCOc1ccc(NC(=O)CSc2nc(O)c(C)c(=O)n2-c2ccc(F)cc2)cc1 | 1 | 8 | -0.7 | 4 | -14 | -4 | -0.8 | -6 | 99
34 | O=c1c2ccccc2sn1-c1cc(S(=O)(=O)N2CCOCC2)ccc1N1CCOCC1 | -7 | 30* | 2.8 | -9 | 31* | -4 | 9.5 | -5 | 87
35 | CC1=CC(C)(C(Cl)Cl)C(C)=CC1=O (configuration not stated) | 13 | -66 | -0.3 | 2 | 0 | -4 | 1.4 | -6 | 102
36 | C[C@H](N=C1NS(=O)(=O)c2ccccc21)C(=O)OCc1cc([N+](=O)[O-])cc2c1OCOC2 | -2 | x | -0.1 | -1 | 1 | -4 | 1.4 | -5 | 101
37 | O=C(NCC1COc2ccccc2O1)C1CCCN(S(=O)(=O)c2cnc[nH]2)C1 (configuration not stated) | -7 | x | -0.8 | 4 | 3 | -3 | 1.1 | -1 | 106
38 | CCN1C(=NCc2cccc(Cl)c2)N[C@@H](c2cccc(F)c2)C(C(=O)OC)=C1C | 33* | 24 | 5.8 | 18 | -5 | -11 | 8.7 | -11 | 119
39 | O=C(O)/C=C/C(=O)Nc1ccc2c(c1)NC(=O)CO2 | -2 | 1 | 1.1 | 1 | 9 | 1 | 0.0 | -2 | 109
40 | Cc1ccc(-c2cc3nc4c(c(=O)n3[nH]2)CCCC4)cc1 | 0 | x | 0.6 | 9 | 0 | -10 | -0.4 | 0 | 110
41 | Cc1ccc(OCc2n[nH]c(=S)n2-c2ccc(C)cc2)cc1 | -9 | -6 | 2.1 | 3 | 14 | 0 | 4.2 | -4 | 104
42 | Cc1ccc(S(=O)(=O)NCCOC(=O)Nc2sc(=S)n(C)c2C)cc1 | -5 | -6 | -1.2 | 2 | -2 | -10 | -1.8 | -9 | 101
43 | O=C(N/N=C/c1ccccc1)c1cccc2ccccc12 | x | x | -1.0 | x | x | -8 | -2.9 | -1 | x
44 | O=C(Nc1ccccc1C(=O)N1CCCCC1)c1cccs1 | -25 | -8 | -1.1 | -1 | 15 | -9 | 0.0 | 0 | 104
45 | CC(/C=N/n1c(-c2cc(C)[nH]n2)n[nH]c1=S)=C\c1ccco1 | 9 | 1 | 1.2 | -16 | 36* | 2 | 0.3 | -4 | 81
46 | COc1ccccc1OCc1nnc(SCC(=O)N2CCCCC2)o1 | -15 | 20 | x | 3 | 0 | x | x | -6 | 97
47 | CC1/C(=N/O)CC(c2ccco2)NC1c1ccco1 (configuration not stated) | -7 | 25 | 0.6 | -1 | 5 | -4 | 0.3 | -4 | 99
48 | C[C@@H]1COC(=O)[C@H](NC(=O)OCC2c3ccccc3-c3ccccc32)C/C=C\C[C@@H](CC(=O)N[C@H](CO)Cc2ccccc2)C(=O)N1 | x | x | 0.0 | x | x | -2 | -0.5 | 1 | x
49 | O=C(CC(=O)Nc1ccc(F)cc1)Nc1ccc(F)cc1 | -9 | 16 | 2.6 | 3 | 2 | -12 | 1.0 | -8 | 104
50 | CNc1nc(-c2ccc([N+](=O)[O-])cc2)cs1 | 19 | 13 | -0.1 | 6 | 1 | -4 | -0.8 | -3 | 107

New compounds follow:
cpd | compound | GPR7 antag | NALP1 inh | V1R ag counter | MEKK2mut PB1 HTS | M18AAP inhibitor | OXTR potentiate | OXTR ag | GalR3 antagonist | MEKK2wt PB1 HTS
51 | CCOC(=O)CN1CC23C=CC(O2)C(C(=O)Nc2ccc(F)cc2)C3C1=O (configuration not stated) | -19 | 4 | -0.5 | 3 | 2 | -3 | 3.7 | 1 | 107
52 | COc1ccc(CNc2nc3ccccc3s2)cc1OC | -9 | 26 | 6.9 | 5 | 2 | -9 | 4.2 | -11 | 111
53 | Cc1ccc(NC(=O)CN2C(=O)C3CCCCN3C(=O)c3ccccc32)cc1 (configuration not stated) | 0 | 15 | 0.3 | 1 | 1 | -12 | -0.2 | -4 | 99
54 | CCc1ccccc1NC(=S)N(CCCN(C)C)Cc1cc2cc3c(cc2[nH]c1=O)OCO3 | -6 | 13 | 0.4 | -15 | 1 | -3 | 1.7 | -1 | 84
55 | Cc1ccc2nc(/C(C#N)=C/c3ccc(-c4ccccc4C(=O)O)o3)[nH]c2c1 | 4 | 13 | 27* | 3 | 4 | -23 | 39* | -6 | 103
56 | Cc1csc(NC(=O)C2CCCCC2)n1 | -3 | 6 | -0.7 | 3 | -17 | -3 | 0.2 | x | 103
57 | CCc1ccccc1N(CC(=O)OC)S(C)(=O)=O | -6 | -3 | 0.0 | 0 | 8 | -2 | -0.8 | -4 | 107
58 | CC1(C)CC(=O)c2ccc(O)cc2O1 | 1 | 8 | 1.4 | -3 | 8 | -9 | 0.6 | -8 | 104
59 | CC(C)CCNC(=O)C1CCN(c2nc3ccccc3o2)CC1 | -5 | -15 | 1.3 | 8 | -3 | -8 | 1.7 | -7 | 110
60 | CC(=O)Nc1ccc(S(=O)(=O)N2CCC(C(=O)N[C@@H](C)C(=O)NC3CCCC3)CC2)cc1 | 10 | 21 | 0.4 | -1 | 1 | 0 | 4.0 | -6 | 102
61 | Cc1nnsc1-c1nnc(SCC(=O)c2ccccc2)n1C1CC1 | 14 | 16 | 0.8 | -2 | -9 | -1 | 0.7 | -2 | 98
62 | Cc1ccc(-c2nnn(CC(=O)NC3CC4CCC3C4)n2)cc1 (configuration not stated) | 3 | 3 | 2.3 | 4 | -1 | -7 | -0.3 | -1 | 98
